Assay outcomes (PubChem)
RmlCD inh mix = RmlC/RmlD inhibition, mixture screen; 0.39% of 110,000 active; inhibition, % at 5.5 µM; AID 1532; RmlC/RmlD coupled enzyme inhibition, 384-well mixture HTS; in the data active means inhibition above about 30%, passing the limit was not always enough; further: strong numbers were not always called active
RT RNaseH block = blocks HIV-1 RNase H cleavage of RNA/DNA duplex. RT-RNase H RNA/DNA duplex cleavage, fluorescence. inhibition, % at 10 µM. 1.9% of 65,000 active; in the data active means inhibition above about 50%
* hit, by the source's call; · = no result given. Only part of the results is shown. The share of hits here may be higher or lower than overall.

no.	smiles	RmlCD inh mix	RT RNaseH block
1	C=CCOc1c(Cl)cc(CNCCC)cc1Cl	-8	·
2	CCOc1ccc(/C=C2\C(=O)c3ccccc3OC2c2ccccc2)cc1 (stereo unspecified)	-3	·
3	Cc1sc2ncnc(SCC(=O)NC(=O)NCc3ccco3)c2c1C	-12	31
4	COc1ccc2nc(NCCCNC(=O)c3cc(OC)c(OC)c(OC)c3)c(C#N)cc2c1	-1	2
5	CCOC(=O)c1cccc(NC(=O)Nc2cc(OC)ccc2OC)c1	-8	3
6	CCCc1cc(C(=O)Nc2nccs2)cs1	8	-17
7	CCOC(=O)CSc1nc2sc3c(c2c(=O)[nH]1)CCCC3	-59	-19
8	Cc1ccc(S(=O)(=O)C2(S(=O)(=O)c3ccc(C)cc3)CCCC2)cc1	·	-8
9	CCCCCn1c(N2CCN(c3cccc(Cl)c3)CC2)nc2c1c(=O)[nH]c(=O)n2C	7	-10
10	NC(=O)c1ncn([C@@H]2O[C@H](CO)[C@@H](O)[C@H]2O)n1	6	3
11	Cc1cc(NC(=O)COC(=O)CCC(=O)c2ccc(F)cc2)no1	6	-3
12	CCOC(=O)c1cc(-c2ccncc2)nc2c1c(C)nn2-c1ccccn1	13	-77
13	O=S(=O)(c1ccc(Br)s1)N1CCN(c2ccccc2)CC1	-8	-3
14	C/C(CC1CC2=C(CC1(C)C)C(C)(C)CCC2)=N\NC(N)=S (stereo unspecified)	-8	·
15	COc1ccccc1NC(=O)Cn1ncc2c1-c1ccccc1OC2	11	·
16	COc1ccc(NC(=O)CSc2nc(N3CCCCC3)nc(N3CCCCC3)n2)cc1	7	·
17	CCOC(=O)CN1C=C(c2ccc3ccccc3n2)C(C[N+](=O)[O-])c2ccccc21 (stereo unspecified)	47*	·
18	O=C(NCCC1=CCCCC1)C1CCN(c2nc3ccccc3o2)CC1	-11	·
19	Cn1ccc(C(=O)OCC(=O)c2ccccc2)n1	-10	-16
20	Cc1ccc(-c2nc3ccccc3[nH]2)cc1NC(=O)c1ccco1	8	-6
21	NC(=O)CC(NC(=O)Cc1ccc(Cl)cc1)c1ccc(NC2CCCC2)c([N+](=O)[O-])c1 (stereo unspecified)	-5	·
22	CCc1nnc(NC(=O)CCC(=O)N2CCN(C3CCCCC3)CC2)s1	0	-8
23	CCN1CCN(C(=O)CCCCCn2c(=O)[nH]c3cc(C(=O)OC)ccc3c2=O)CC1	-10	-4
24	COc1ccc(S(=O)(=O)N2CCOCC2)cc1Cl	-3	·
25	CN(Cc1cnn(C)c1)C(=O)C1CCCCC1C(=O)O (stereo unspecified)	-16	·
26	Cc1ccc(C(=O)c2oc3ccccc3c2N)cc1	-12	·
27	Cc1c(NC(=O)Nc2cccc(Cl)c2)c(=O)n(-c2ccccc2)n1C	13	-9
28	COC(=O)CCC(NC(=O)c1cc(C)oc1C)C(=O)OC (stereo unspecified)	-7	·
29	COc1cc(NC(=O)NCCN2CCN(c3ccc(Cl)cc3)CC2)ccc1C	-7	12
30	COc1cc(-c2cc(N)n(S(=O)(=O)c3ccc(F)cc3)n2)cc(OC)c1OC	9	·

Quoted from above: entries 21 to 24
no.	smiles	RmlCD inh mix	RT RNaseH block
21	NC(=O)CC(NC(=O)Cc1ccc(Cl)cc1)c1ccc(NC2CCCC2)c([N+](=O)[O-])c1 (stereo unspecified)	-5	·
22	CCc1nnc(NC(=O)CCC(=O)N2CCN(C3CCCCC3)CC2)s1	0	-8
23	CCN1CCN(C(=O)CCCCCn2c(=O)[nH]c3cc(C(=O)OC)ccc3c2=O)CC1	-10	-4
24	COc1ccc(S(=O)(=O)N2CCOCC2)cc1Cl	-3	·

The list continues.
no.	smiles	RmlCD inh mix	RT RNaseH block
31	CCCCn1c(NCCO)nc2ccccc21	9	-3
32	COc1ccc(P2(=O)Nc3ccccc3N2)cc1	4	-3
33	COc1cccc(-c2nnc3sc(-c4ccccn4)nn23)c1	9	-23
34	Cn1c(SCCCC(=O)c2ccccc2)nnc1-c1ccncc1	-17	-6
35	COC(=O)c1ccc(C2C(Oc3ccccc3)C(=O)N2CCc2ccc(OC)c(OC)c2)cc1 (stereo unspecified)	5	·
36	CC(C)C(C)(C#N)NC(=O)CSc1nnc(C(F)(F)F)n1C (stereo unspecified)	-8	·
37	Cc1csc(NC(=O)CSc2nnc3ncccn23)n1	5	2
38	O=C(OCCN=C1NS(=O)(=O)c2ccccc21)C1CC(=O)N(c2ccc3ccccc3c2)C1 (stereo unspecified)	-9	·
39	O=C(CCSCCc1ccccn1)Nc1ccc(Cl)cn1	1	·
40	Cc1onc(-c2ccccc2)c1C(=O)Nc1nc2c(s1)CCCC2	10	-13
41	CCCc1ccc(-c2ccc(C(=O)O)cc2)nc1	-13	-1
42	COc1ccc(-n2c(SCC(=O)c3c(N)n(C)c(=O)n(C)c3=O)nc3ccccc32)cc1	9	7
43	O=C1CN(CC(=O)N2CCOCC2)c2ccccc2O1	-13	43
44	Cn1c(C(=O)NCC2CCCO2)cc2oc3ccccc3c21 (stereo unspecified)	6	-2
45	O=C(CSc1nc2ccccc2o1)N1CCN(C(=O)c2ccco2)CC1	-12	0
46	CCOC(=O)c1cnn(-c2cc(C)c3cc(C)cc(C)c3n2)c1N	·	11
47	O=C(Nc1ccc(-c2nnc(-c3ccccc3)o2)cc1)C(F)(F)F	·	22
48	O=C(NCc1ccc(F)cc1Cl)C1CCN(S(=O)(=O)N2CCC3(CC2)OCCO3)CC1	-8	-2
49	CC(=O)N1CCN(c2ccc(Oc3nnnn3-c3ccccc3)cc2)CC1	-7	-1
50	CCOc1ccccc1-c1nc(-c2cccc(Br)c2)no1	7	·
51	CCC(=O)Nc1ccc2c(c1)ncn2-c1ccccc1OC	-12	-2
52	Cc1ccc(-c2csc(N(Cc3ccco3)C(=O)c3cccs3)n2)cc1	8	·
53	CCOC(=O)C1=C(C)NC2=C(C(=O)CC(C)(C)C2)C1c1coc2ccccc2c1=O (stereo unspecified)	-9	·
54	Clc1ccc(C2[C@H]3CN(Cc4ccc(-c5ccccc5)cc4)[C@H](c4ccccc4)C34CC2(c2cccnc2)C4)cn1 (stereo partly specified)	-11	·
55	O=C1CCC(C(=O)Nc2ccccc2)N1 (stereo unspecified)	-15	·
56	Cc1c(Cl)cccc1NC(=S)NN1CCOCC1	-9	·
57	O=C(O)c1nn(-c2ccccc2)ccc1=O	4	·
58	Cc1ccccc1CS(=O)(=O)c1nnc([C@H](CC(C)C)NC(=O)OC(C)(C)C)o1	5	-2
59	O=C(c1cccc(C(=O)N2CCN(c3ccccc3F)CC2)n1)N1CCN(c2ccccc2F)CC1	-13	-5
60	CCOc1ccc2nc(SCC(=O)N3CCN(C(=O)c4ccco4)CC3)sc2c1	-13	·
61	COCCNC(=S)NCCCNc1nc2cc3c(cc2cc1C#N)OCO3	11	·
62	N#CCC(=N)N1CCN(c2ccc(Cl)cc2)CC1	13	·
63	COc1ccccc1N(C(=O)c1ccco1)C(C(=O)NC1CCCC1)c1cccnc1 (stereo unspecified)	8	0
64	CCOC(=O)N1CCN(CC(=O)Nc2ccc(C)cc2)CC1	0	4
65	CCCCn1c(=O)c2c(c3ccccc31)OCC(=O)N2	11	-15
66	COC(=O)c1ccccc1OCCCOc1ccc(C)cc1OC	-9	·
67	Cc1cc(C)c2c(n1)sc1c(N3CCOCC3)ncnc12	·	-22
68	CC(C)(C)NC(=O)COc1ccc(CNn2nnnc2N)cc1	3	5
69	CC(C(=O)Nc1nccs1)N1C(=O)C2CC=CCC2C1=O (stereo unspecified)	-12	-9
70	CCOC(=O)C(=O)/C(=C\N(C)C)c1onc(-c2ccccc2)c1C(=O)OC	6	·

Profiles as entered above:
`CC(C(=O)Nc1nccs1)N1C(=O)C2CC=CCC2C1=O` (stereo unspecified) across the screens: RmlCD inh mix = -12; RT RNaseH block = -9
`COc1ccc(S(=O)(=O)N2CCOCC2)cc1Cl` across the screens: RmlCD inh mix = -3; RT RNaseH block = ·

Further entries follow.
no.	smiles	RmlCD inh mix	RT RNaseH block
71	CSc1nc2c(c(=O)n1C)SC(C)C2 (stereo unspecified)	9	-3
72	CCN(Cc1ccccc1)C(=O)C1CCC(CNc2c(N3CCOCC3)c(=O)c2=O)CC1 (stereo unspecified)	11	·
73	CCCCc1c(O)nc2sc3cc(OC)ccc3n2c1=O	-18	·
74	Cc1ccc(-c2csc(-c3c[nH]c4ccccc34)n2)c(C)c1	-18	·
75	CCC(=O)c1ccccc1OCCN1C(=O)NC(C)(C)C1=O	5	-6
76	CCOc1cccc(C(=O)Nc2ccccc2OC(F)F)c1	-12	-13
77	C=CCOCC(O)CS(=O)(=O)Cc1ccc(Cl)cc1 (stereo unspecified)	17	·
78	CC(NC(=O)CC12CC3CC(CC(C3)C1)C2)C(=O)O (stereo unspecified)	-1	1
79	CCOC(=O)NC(=O)CSc1nc(C)cc(C)c1C#N	0	-10
80	CCN(c1c(C)n(C)n(-c2ccccc2)c1=O)S(C)(=O)=O	-8	-3
81	COc1ccc(O)c(-c2cc(-c3cccc(Br)c3)n[nH]2)c1	·	25
82	CCOc1cccc(C(=O)Nc2ccc(N(CC)CC)cc2)c1	-4	36
83	COc1ccc(-c2nnc(SC(C)C(=O)Nc3c(C)n(C)n(-c4ccccc4)c3=O)o2)cc1 (stereo unspecified)	-10	·
84	CCOC(=O)c1cccc(NC(=O)C2CCN(S(=O)(=O)c3cccs3)CC2)c1	·	1
85	CCOC(=O)N1CCN(Cc2cccs2)CC1	7	-10
86	CCCNS(=O)(=O)c1cccc(C(=O)NC2CCCc3ccccc32)c1 (stereo unspecified)	-2	·
87	O=C(NC1CC1)C1=C[C@H](c2ccccc2)C[C@H](OCc2ccc(CO)cc2)O1	-13	·
88	CC1CCN(CCCNC(=O)c2cn(C)c3ccc(S(=O)(=O)N4CCCC4)cc3c2=O)CC1	7	-13
89	O=C(Cn1nc(-c2ccccc2)c2ccccc2c1=O)Nc1ccc2c(c1)nc1n2CCOC1	4	-25
90	O=C(Nc1ccc2c(c1)OCO2)c1cccc2c1C(=O)N(C1CCCCC1)C2	·	-20
91	Cc1cccc(Sc2nc(-c3ccccc3)ccc2C#N)c1	6	·
92	Cc1nn(C)cc1C(N)=O	1	-4
93	Cc1cc(C)n(-c2nc3ccccc3c(=O)n2OCC(=O)OCc2ccccc2)n1	·	3
94	CC(C)NS(=O)(=O)c1ccc(Oc2ncc(C(F)(F)F)cc2Cl)cc1	12	·
95	COc1ccc(S(=O)(=O)N(C)CC(=O)NCCC2=CCCCC2)cc1	5	2
96	c1ccc(-c2csc3ncnc(NCCN4CCOCC4)c23)cc1	2	-16
97	CCCNC(=O)COC(=O)c1ccc(OCC(=O)Nc2ccccc2OC)c(OC)c1	7	·
98	O=c1[nH]c2ccccc2c(O)c1-c1ccccc1	-14	·
99	CCOC(=O)N1CCN(C(=O)CN(c2cc(C(F)(F)F)ccc2Cl)S(C)(=O)=O)CC1	4	2
100	O=C(NCCC1=CCCCC1)C1COc2ccccc2O1 (stereo unspecified)	36	-1

The closing 3 compounds of the part before come first, to join the parts:
no.	smiles	RmlCD inh mix	RT RNaseH block
98	O=c1[nH]c2ccccc2c(O)c1-c1ccccc1	-14	·
99	CCOC(=O)N1CCN(C(=O)CN(c2cc(C(F)(F)F)ccc2Cl)S(C)(=O)=O)CC1	4	2
100	O=C(NCCC1=CCCCC1)C1COc2ccccc2O1 (stereo unspecified)	36	-1
101	Cc1ccc(C)c2[nH]c(=O)c(CN(Cc3ccco3)C(=O)Nc3ccccc3)cc12	6	-8
102	CC(C)C(=O)N1CCC2(CC1)Oc1ccc(Cl)cc1C(=O)C21CC(c2ccccc2)=NO1 (stereo unspecified)	-2	·
103	COc1ccc(/C=C/c2nc3sc4c(c3c(=O)o2)CCC4)cc1	9	·
104	Cc1cccc(N2CCN(C(=O)CCCOc3ccccc3)CC2)c1C	3	-7
105	CC(=O)c1cc(C)ccc1OC(=O)c1ccco1	8	-8
106	CC(Sc1nnnn1-c1ccccc1)C(=O)Nc1ccc(Cl)cn1 (stereo unspecified)	7	-41
107	S=C(NCc1ccc2[nH]c3c(c2c1)CCCC3)Nc1ccccc1	-3	·
108	COc1cc(C(=O)N2CCC(NC(=O)C(Cc3ccccc3C)NC(C)=O)CC2)cc(OC)c1OC (stereo unspecified)	9	-55
109	COc1ccc(CNC(=O)CSc2nnc(C)s2)cc1	6	2
110	COc1ccc(-c2noc3c2-c2nc(-c4ccccc4)sc2CC3)cc1	-21	·
111	NC(=O)Cn1cnc(-c2ccccc2)c1	11	-11
112	CCOC(=O)CNC(=O)CSc1nc2cccnc2n1C1CCCCC1	-9	1
113	Cc1cc(C)cc(N(C(C)C(=O)NCCC2=CCCCC2)S(C)(=O)=O)c1 (stereo unspecified)	-64	·
114	Clc1ccc(Cn2ncc3c(N4CCOCC4)ncnc32)cc1	-12	-26
115	Cc1ccc(CCN2CC(C(=O)O)CC2=O)cc1 (stereo unspecified)	4	·
116	CCN(CC)S(=O)(=O)c1ccc(C(=O)NCc2n[nH]c(=S)n2-c2ccccc2OC)cc1	-8	7
117	CCOc1ccccc1-n1nnnc1SCC(=O)NC(=O)Nc1ccc2c(c1)OCCO2	-74	·
118	Fc1ccccc1CSc1nc2ncccc2[nH]1	7	88*
119	COc1ccc(C)cc1-n1nnnc1SC/C(O)=C(\C#N)c1nc2ccccc2[nH]1	11	31
120	C/C(=C\C(=O)Nc1cc(C)on1)c1ccccc1	-45	-7
121	O=C1CC(c2ccccc2)=Nc2ccccc2N1	8	·
122	CCOC(=O)N1CCN(C(=O)c2ccccc2CCc2ccccc2)CC1	9	-7
123	CN1CCN(c2ccccc2NC(=O)COc2ccc(Br)cc2)CC1	4	·
124	Cc1cccc2cc(CN(Cc3ccc(F)cc3)C(=O)N(C)C)c3nnnn3c12	-6	-4
125	CC(=O)Nc1ccc(OCC(O)Cn2c3ccccc3c3ccccc32)c(C)c1 (stereo unspecified)	-16	·
126	Nc1ccc2oc3ccc(N)cc3c(=O)c2c1	-3	·
127	COc1ccc(OC)c(CN2CCN(c3ccccc3OC)CC2)c1	·	6
128	CC(C)Nc1ncnc2c1cnn2-c1ccc(Cl)cc1	-9	-12
